Bioassay records as filed in PubChem.
NCOA1 inh – human NCOA1 inhibition | HEK293 GAL4-SRC1 luciferase reporter, luminescence | inhibition, % at 3.6 µM | 360,000 tested, 0.12% active | AID 588354;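 active = inhibition above the campaign mean plus 3 SD, with each screening campaign given its own cutoff, cut at about 60% in these data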;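 also: 0% = DMSO treated cells and 100% = gossypol at 36 µM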
TROY NFkB inh – blocks TROY-dependent signaling in reporter cells | Q293 LMP1-TROYcd NF-kB luciferase reporter, 4 h | inhibition, % at 10 µM | 360,000 tested, 0.98% active;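 active = compounds whose plate-normalised and pattern-corrected inhibition of the luciferase reporter signal at the single screening dose is 50% or more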
NR2F2 inh – blocks human COUP-TFII nuclear receptor; P24468; HEK293T NGFI-A luciferase reporter, luminescence; inhibition, % at 8.6 µM; 370,000 tested, 0.7% active; AID 686940;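 active = inhibition above a per-plate cutoff, mean inhibition of test wells between control levels plus 3 SD, cut at about 38% in these data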;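 also: cells cotransfected with COUP-TFII expression vector driving the NGFI-A reporter; 0% = median of COUP-TF2 test wells and 100% = reporter-only cells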
Target sequence (P24468 whole entry, looked up): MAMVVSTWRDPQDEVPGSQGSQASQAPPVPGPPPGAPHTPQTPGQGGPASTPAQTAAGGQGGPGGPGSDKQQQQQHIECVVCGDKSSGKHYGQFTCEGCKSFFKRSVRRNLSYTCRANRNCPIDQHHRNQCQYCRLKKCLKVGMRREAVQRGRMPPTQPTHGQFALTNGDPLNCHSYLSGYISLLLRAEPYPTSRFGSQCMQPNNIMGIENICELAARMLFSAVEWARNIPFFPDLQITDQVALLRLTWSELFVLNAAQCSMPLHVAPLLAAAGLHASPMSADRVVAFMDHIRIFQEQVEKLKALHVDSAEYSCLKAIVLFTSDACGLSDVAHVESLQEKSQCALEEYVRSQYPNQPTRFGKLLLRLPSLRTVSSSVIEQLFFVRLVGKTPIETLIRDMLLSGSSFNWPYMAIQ
SRC3 inh – inhibits human SRC3 coactivator; HEK293 GAL4-SRC3 luciferase reporter, luminescence; Q9Y6Q9; inhibition, % at 3.6 µM; 360,000 tested, 0.17% active;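 active = inhibition above a per-campaign cutoff, the mean of all compounds plus 3 SD, cut at about 60% in these data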;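 also: 0% = DMSO-treated cells and 100% = gossypol-treated cells at 36 µM; higher means less SRC3-driven luciferase light from the GAL4 reporter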
EBV LMP1 NFkB – Epstein-Barr LMP1 NF-kappaB reporter inhibition; LMP1-induced NF-kappaB luciferase reporter cells, luminescence; inhibition, % at 12.5 µM; 350,000 tested, 0.69% active; AID 504558; in the data active = inhibition above about 41%;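 also: 0% = neutral control wells and 100% = reference inhibitor control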
NOD2 RIPK2 PPI – NOD2-RIPK2 protein interaction inhibition | CHO BLA complementation NOD2-RIPK2, CCF4 ratio | inhibition, % at 4.98 µM | AID 624267 | 360,000 tested, 0.38% active; in the data active = inhibition above about 21%;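 also: 0% = vehicle only and 100% = reference blocker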
TLR9-MyD88 block – blocks human TLR9 binding to MyD88; Q9NR96+Q99836; CHO BLA complementation TLR9-MyD88, CCF4 FRET ratio; inhibition, % at 4.98 µM; 340,000 tested, 0.21% active;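 active = inhibition above the mean over all tested compounds plus 3 SD, cut at about 21% in these data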;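 also: 0% = DMSO only wells and 100% = clavulanate BLA inhibitor control wells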
TRAIL sens C8 – caspase-8 TRAIL sensitization. NB7+C8 cells + TRAIL, ATPlite viability luminescence. 360,000 tested, 1% active. inhibition (viability loss, TRAIL sensitization), % at 10 µM;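 active = compounds causing at least 50% loss of cell viability in the single-dose screen, relative to plate controls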
NCOA2 inhibitor – human SRC2 (NCOA2) inhibition | HEK293 GAL4-SRC2 luciferase reporter, luminescence | inhibition, % at 9 µM | 370,000 tested, 0.17% active | AID 651957;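 active = inhibition above the mean inhibition of all tested compounds plus 3 SD, set per campaign, cut at about 52% in these data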;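 also: 0% = DMSO treated cells and 100% = cells given Gossypol at 36 µM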
TWEAK Fn14 block – TWEAK-Fn14 signaling inhibition; TWEAK-stimulated Fn14 reporter cells, luciferase luminescence, 8 h; inhibition, % at 10 µM; 360,000 tested, 2% active; in the data active = inhibition above about 50%
LRH-1 inv ag – NR5A2 inverse agonism in reporter assay | O00482 | HEK293T StAR-luciferase reporter, LRH-1 transfected, 24 h | inhibition, % at 3.6 µM | 360,000 tested, 0.13% active | AID 602396;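 active = inhibition above the mean inhibition of all tested compounds plus 3 SD, cut at about 73% in these data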;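 also: 0% = DMSO wells and 100% = reporter-only cells lacking LRH-1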
Target sequence (O00482 whole entry, looked up): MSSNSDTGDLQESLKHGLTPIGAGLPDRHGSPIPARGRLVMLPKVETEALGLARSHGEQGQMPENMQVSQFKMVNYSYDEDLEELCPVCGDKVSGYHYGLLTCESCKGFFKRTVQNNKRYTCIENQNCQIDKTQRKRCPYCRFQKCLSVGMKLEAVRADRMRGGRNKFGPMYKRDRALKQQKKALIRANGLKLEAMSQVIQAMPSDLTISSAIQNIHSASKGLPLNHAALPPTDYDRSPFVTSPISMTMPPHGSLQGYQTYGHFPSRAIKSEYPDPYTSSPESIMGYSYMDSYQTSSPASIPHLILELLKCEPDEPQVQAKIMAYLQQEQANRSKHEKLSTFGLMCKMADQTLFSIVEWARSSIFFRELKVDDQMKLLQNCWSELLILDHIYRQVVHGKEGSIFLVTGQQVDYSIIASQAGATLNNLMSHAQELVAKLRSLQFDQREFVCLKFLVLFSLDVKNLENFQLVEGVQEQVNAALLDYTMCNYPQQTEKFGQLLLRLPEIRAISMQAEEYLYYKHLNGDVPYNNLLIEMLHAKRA
Starred values were filed as active, the others as inactive; / = no result given. A portion of the library; rates above refer to the full screens.

SMILES,EBV LMP1 NFkB,LRH-1 inv ag,NCOA2 inhibitor,SRC3 inh,NR2F2 inh,NCOA1 inh,TLR9-MyD88 block,NOD2 RIPK2 PPI,TRAIL sens C8,TWEAK Fn14 block,TROY NFkB inh
CC1CCc2nn(CC(=O)N3CCN(C(=O)c4ccco4)CC3)cc2C1 (stereo unspecified),-2.9,3.7,-17.2,16.5,4.7,-4.7,7.4,-16.5,0.8,5.3,-9.0
COc1cccc(N(CC(=O)Nc2cccnc2)S(C)(=O)=O)c1,2.5,2.0,-9.3,9.9,-7.8,-9.4,3.8,-9.3,-0.6,10.3,-7.3
O=C1c2ccccc2C(=O)N1CCCCN(C(=O)c1cc([N+](=O)[O-])ccc1Cl)c1ccc(Cl)cc1,-1.9,5.9,-8.8,10.6,-1.8,3.0,-10.8,-5.3,8.1,30.1,12.7
O=C(O)CC(Cc1ccccc1)(C(=O)O)c1ccccc1 (stereo unspecified),6.5,-5.2,4.0,-0.2,4.1,12.4,-5.6,-6.6,-7.1,7.2,-23.9
CCCCc1nnc(NC(=O)C(C)Sc2nc(N)cc(=O)[nH]2)s1 (stereo unspecified),-2.4,1.5,12.2,0.0,-2.3,8.4,3.2,0.8,2.8,-4.8,-5.8
C[C@@H]1CCCCO[C@H](CN(C)Cc2ccc3c(c2)OCO3)[C@H](C)CN([C@@H](C)CO)C(=O)c2cc(NC(=O)c3ccccc3)ccc2O1,2.0,-20.2,21.3,-0.4,2.2,-43.7,-8.2,-1.3,-6.6,3.0,-19.8
COc1ccc2c(C)c(CCC(=O)NC3CC3)c(=O)oc2c1C,-5.8,-19.6,-26.2,-12.9,5.3,-30.6,-15.2,-4.9,-6.7,-6.1,-19.5
CCOc1ccc(NS(=O)(=O)c2cc(C(=O)NCCCN3CCOCC3)ccc2C)cc1,1.3,-3.9,17.8,-56.8,-4.1,-2.8,-3.1,-1.1,-3.5,23.9,3.5
CCOC(=O)C1CCC(CNCc2ccc(Cl)cc2)CC1 (stereo unspecified),0.9,-9.8,-11.9,15.3,0.5,17.0,1.6,-16.5,-5.5,8.5,6.6
O=C(N/N=C/c1cc2c(cc1Br)OCO2)c1ccccn1,/,-92.0,-44.7,-64.2,-22.0,-75.3,/,-12.0,30.6,-10.7,-39.4
CC(C)NC(=O)C1(C)CCN1C(=O)c1cccn1C (stereo unspecified),/,8.4,6.6,-6.7,5.4,4.8,/,-18.2,-4.6,-0.5,-7.6
CCCNCc1cc(OCC)c(OCC(=O)Nc2ccccc2)cc1Br,-34.4,-17.7,9.4,8.7,4.3,-24.9,2.2,0.9,-13.6,3.4,7.3
CCC(=O)Nc1ccccc1Nc1cc(C#N)c(C#N)cc1[N+](=O)[O-],5.7,26.6,18.3,4.7,-14.2,-16.0,9.5,-3.7,6.3,-8.0,-13.6
COC(=O)CN(C(=S)Nc1ccc(F)cc1)C1CC(=O)N(c2ccc(OC)cc2)C1=O (stereo unspecified),2.3,0.7,-10.6,10.7,-1.1,17.0,11.2,4.3,-1.9,-3.8,2.7
O=C(N1CCN(CCO)CC1)N1c2ccccc2CCc2ccccc21,-10.1,-11.6,10.1,10.1,4.7,0.3,1.1,0.5,-13.1,1.4,-31.4
COC(=O)C1=C(C(=O)OC)[C@@H]2N(C)c3ccc(OC)cc3[C@@]23C[C@@H](C(=O)OC)N(C(=O)c2cccs2)C3=N1,1.6,-2.4,/,-14.8,/,-27.7,-8.1,5.8,-7.7,30.2,6.5
COc1cc(NC(=S)NCCN2CCOCC2)cc(OC)c1OC,0.2,3.5,14.9,3.2,11.9,-6.2,-8.8,1.2,-5.5,1.1,1.6
O=C(O)CN1C(=O)/C(=C/c2ccccc2Br)Oc2ccccc21,0.3,15.2,2.8,6.7,-7.3,10.8,-6.0,-5.5,5.6,0.4,3.3
CCc1nc2ccc(C(=O)NCc3ccc4c(c3)OCO4)cn2c1N(CC)CCN(C)C,/,-18.7,10.3,7.6,18.1,-1.7,/,-6.0,-1.3,-25.6,7.0
O=C(OC1CCOC1=O)c1ccc(-c2nc3ccccc3s2)s1 (stereo unspecified),-12.6,-36.7,-20.7,-33.8,-2.5,-34.0,-7.1,-1.2,25.3,2.3,21.4
CCc1ccccc1NC(=O)c1nnn(CC(=O)Nc2ccccc2C)c1N,-2.6,-1.1,11.4,26.7,9.7,7.1,9.0,-2.7,1.5,6.2,-3.3
O=C(CN1CCN(Cc2ccc(Cl)cc2)C1=O)NCc1cccs1,8.7,4.1,10.0,15.7,0.9,-7.6,-8.3,2.8,7.6,-7.3,8.3
CC(C)CC1C(=O)N(Cc2cn(CCC3OCCO3)nn2)CCS(=O)(=O)N1Cc1ccc(-c2ccc(F)cc2)cc1 (stereo unspecified),8.1,21.0,16.1,11.6,12.0,-7.3,-1.6,3.6,11.1,12.8,12.6
Cc1ccc(C(=O)CSc2nnc(Cn3nnc4ccccc43)n2C)cc1,-0.7,12.3,20.0,10.5,-0.9,-12.3,6.0,-14.9,-2.7,6.7,-16.1
O=C(NCCCN1CCN(CCCNC(=O)c2ccc3c(c2)OCO3)CC1)c1ccc2c(c1)OCO2,3.7,3.4,-51.1,-6.8,0.4,-11.7,-2.2,0.6,-5.2,-19.3,3.3
CCCCCOC(=O)CSc1nc2c(c(=O)[nH]c(=O)n2C)n1Cc1ccc(Cl)cc1,-8.5,-23.1,17.2,4.3,-4.6,3.7,8.1,-7.6,0.5,12.6,5.8
COc1ccc2c(c1)C(c1ccc([N+](=O)[O-])cc1)=NNC(c1ccco1)=N2,-4.0,-18.4,8.0,7.0,-11.3,-8.3,6.2,9.9,-21.8,-15.7,-10.1
COC(=O)CCc1c(C)[nH]c(=S)[nH]c1=O,4.8,16.0,-0.3,3.3,-0.8,-58.8,10.1,-5.6,-8.2,-9.9,-14.8
COc1ccc(SCCN2CC[C@@H](O)CCC2=O)cc1,-2.5,12.7,-9.9,1.2,-20.2,4.3,1.8,8.7,0.1,-1.8,14.6
O=C(NC(Cc1c[nH]c2ccccc12)C(=O)O)c1ccccc1 (stereo unspecified),-9.7,-4.7,5.1,4.9,-8.0,3.0,-10.7,1.9,-9.4,-14.2,-11.9
Cc1ccc(-c2csc(N3CCC(NS(=O)(=O)c4ccc5c(c4)OCCO5)CC3)n2)cc1,30.3,9.9,29.3,11.0,32.8,-13.1,-6.0,3.5,8.1,46.8,15.5
Cc1ncoc1C(=O)N1CCCC(C(=O)c2ccc(C(F)(F)F)cc2)C1 (stereo unspecified),-19.6,-32.3,-5.6,-25.6,-0.9,-37.2,3.6,-1.0,8.8,-2.7,-40.6
CC(C)(C)OC(=O)NCC1CCC(C(=O)NC[C@H](CC(=O)O)c2ccc(Cl)cc2)CC1 (stereo partly specified),-0.8,10.6,3.2,-1.3,28.9,-38.7,-7.4,-11.0,2.0,-8.5,2.4
CC(=O)C1=CN(Cc2ccccc2)CCC1=O,5.5,-8.2,-2.0,-26.9,17.9,-31.1,-1.7,-4.8,6.2,-1.9,23.3
Cc1cc(N)n(-c2ccc(C(=O)O)cc2)n1,-8.0,-19.3,-8.6,-3.8,3.0,-4.1,-6.2,-15.6,10.8,-17.1,-42.8
COc1ccc2c(c1)C(SCC(=O)NCc1ccccc1)CC(C)(C)O2 (stereo unspecified),-2.2,-27.0,-12.6,16.9,12.7,7.4,-23.3,-37.2,10.3,-2.6,-9.2
COc1ccc(C(CCNCc2ccccc2)c2ccc(F)cc2)cc1 (stereo unspecified),-3.5,2.2,-36.0,14.1,2.5,-11.3,-4.7,4.3,-1.9,-10.6,19.0
CCNC(=S)N1CCN(c2ccccc2OCC)CC1,11.3,-16.7,-9.8,24.5,-2.0,-40.0,12.0,-7.5,10.5,-0.6,-2.5
C[C@@H]1CCCCO[C@@H](CN(C)C(=O)c2ccncc2)[C@@H](C)CN([C@H](C)CO)C(=O)c2cc(N(C)C)ccc2O1,1.2,2.4,-1.4,-37.5,15.4,2.2,4.6,-1.8,10.8,-13.7,10.2
Cc1cccc(-n2nnc(C(=O)NC3CCCc4ccccc43)c2N)c1 (stereo unspecified),12.4,5.9,-0.6,5.3,5.6,-8.5,-0.1,5.1,33.4,14.0,-5.3
COCCCNC(=O)Cn1ncc2c(=O)oc3ccccc3c21,1.0,-18.1,-0.3,-2.1,-14.7,-2.5,2.4,-5.3,-3.6,11.4,-4.4
COc1ccc(S(=O)(=O)c2ccc(OC)cc2)cc1,-7.7,-7.0,-0.1,-7.8,16.6,-3.5,-1.4,6.4,-5.5,0.9,-10.6
CCc1noc(C)c1C(=O)N(CC)c1nc2c(C)cccc2s1,-2.5,-24.6,3.2,-4.0,2.8,8.4,-12.7,-2.5,2.9,4.7,15.0
Cc1csc(NC(=O)c2cc3c(s2)CCC3)n1,-29.6,-120.9,-3.5,-79.8,-9.9,-101.4,-7.6,6.7,83.5*,68.0*,-46.7
Cc1ccc(NC(=O)CCC(=O)OCCCC(F)(F)C(F)(F)F)cc1,-7.6,-11.2,-19.4,10.2,-4.8,9.8,-16.5,-2.3,-6.5,4.7,-5.6
O=C(Cn1cnc2c(nnn2-c2ccc(F)cc2)c1=O)NCC1CCCO1 (stereo unspecified),0.9,-13.7,2.8,5.0,10.8,-2.6,-1.9,-10.6,-15.5,-4.5,-4.7
COc1ccc(OC)c(-c2csc(NC(=O)COC(=O)C3CCC3)n2)c1,-1.9,8.0,-2.7,9.3,17.3,-4.1,2.0,-2.9,2.1,-13.7,0.1
COc1ccc([C@H]2[C@H]3C=CC[C@@H](C)[C@@H]3C(=O)N2Cc2ccccc2)cc1Cl,2.6,-1.3,7.1,-20.9,4.9,-2.6,2.1,9.1,16.3,-14.4,21.5
COC(=O)c1ccc(CN(c2ccccc2OC)S(=O)(=O)c2cccs2)o1,-0.3,10.7,2.4,7.2,6.3,5.7,-5.1,-7.1,2.0,-9.9,6.0
